# Screens from PubChem.
# PAD4 inh = PAD4 (human) enzyme inhibition. inhibition, % at 6.36 µM. recombinant PAD4, RCA probe fluorescence polarization. Q9UM07. actives 0.41% (n = 330,000);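 active = percent inhibition above a cutoff equal to the mean of all tested compounds plus 3 SD, cut at about 15% in these data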;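 also: 0% = PAD4 with RCA probe and DMSO and 100% = probe without PAD4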
# Target sequence (Q9UM07 whole entry, looked up): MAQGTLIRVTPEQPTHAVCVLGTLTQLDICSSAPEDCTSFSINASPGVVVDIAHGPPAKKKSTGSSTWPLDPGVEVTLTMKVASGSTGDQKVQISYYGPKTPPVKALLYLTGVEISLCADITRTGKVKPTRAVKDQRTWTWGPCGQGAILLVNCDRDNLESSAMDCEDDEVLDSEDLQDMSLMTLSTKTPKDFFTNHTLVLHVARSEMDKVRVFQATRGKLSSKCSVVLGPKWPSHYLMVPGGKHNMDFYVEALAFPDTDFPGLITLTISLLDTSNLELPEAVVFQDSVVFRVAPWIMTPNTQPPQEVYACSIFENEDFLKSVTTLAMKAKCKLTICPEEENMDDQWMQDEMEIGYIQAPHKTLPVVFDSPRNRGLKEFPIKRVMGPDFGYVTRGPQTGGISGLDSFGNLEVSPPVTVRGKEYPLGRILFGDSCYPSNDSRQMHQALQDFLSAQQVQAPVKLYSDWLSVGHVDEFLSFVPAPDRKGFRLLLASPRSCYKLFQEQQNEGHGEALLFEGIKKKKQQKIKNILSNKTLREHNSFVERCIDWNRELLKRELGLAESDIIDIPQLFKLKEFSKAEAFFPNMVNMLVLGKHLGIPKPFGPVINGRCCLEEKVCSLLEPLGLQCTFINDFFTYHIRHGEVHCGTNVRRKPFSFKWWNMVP
# LYPLA1 inh = LYPLA1 (human) inhibition in PME1 counter-screen. recombinant LYPLA1, FP-Rh probe fluorescence polarization. inhibition, % at 5.9 µM. actives 0.16% (n = 320,000). AID 2174;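 active = inhibition above the mean of all tested compounds plus 3 SD, set per campaign, cut at about 14% in these data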;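 also: inhibitors block serine hydrolase probe labeling of LYPLA1 so polarization falls; 0% = enzyme with DMSO and 100% = wells lacking LYPLA1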
# Target sequence (O75608 whole entry, looked up): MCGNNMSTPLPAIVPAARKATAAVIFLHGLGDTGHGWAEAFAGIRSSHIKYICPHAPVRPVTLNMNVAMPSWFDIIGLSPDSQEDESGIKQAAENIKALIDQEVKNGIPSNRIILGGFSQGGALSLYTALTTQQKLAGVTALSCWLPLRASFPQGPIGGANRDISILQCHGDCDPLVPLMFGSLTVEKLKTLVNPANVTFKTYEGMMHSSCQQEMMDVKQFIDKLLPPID
# Fam108B counter = counter-screen for RBBP9 inhibitors: inhibitors of mouse Fam108B; actives 0.33% (n = 300,000); inhibition, % at 9.51 µM; recombinant Fam108B, FP-Rh probe fluorescence polarization;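 active = inhibition above the screen mean inhibition plus 3 SD, computed separately per campaign, cut at about 18% in these data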;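 also: inhibitors lower polarization as less probe binds the enzyme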
# pPAFAH FP inh = pPAFAH (human) enzyme inhibition; Q13093; recombinant pPAFAH, FP-rhodamine probe fluorescence polarization; inhibition, % at 3.39 µM; actives 1.5% (n = 330,000); AID 463082;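 active = inhibition above the mean inhibition across the screen plus 3 SD, cut at about 25% in these data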;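 also: inhibitors block binding of the rhodamine activity-based probe so polarization drops; 0% = enzyme with DMSO and 100% = wells lacking pPAFAH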
# PAFAH2 FP inh = PAFAH2 (human) inhibition | recombinant PAFAH2, FP-rhodamine activity probe, fluorescence polarization | Q99487 | actives 0.99% (n = 340,000) | inhibition, % at 3.39 µM;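 active = inhibition above the mean over all tested compounds plus 3 SD, cut at about 30% in these data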;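 also: inhibitors block probe labeling of enzyme so polarization drops; 0% = enzyme with DMSO and 100% = wells lacking PAFAH2 protein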
# PME-1 inh = PME-1 (human) inhibition. Q9Y570. recombinant PME-1, FP-Rh probe fluorescence polarization. inhibition, % at 5.9 µM. actives 0.53% (n = 320,000);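 active = inhibition above the campaign mean of all compounds plus 3 SD, cut at about 26% in these data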;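 also: competitive labeling of PME-1 active site by serine hydrolase directed probe; 0% = PME-1 with DMSO and 100% = wells lacking PME-1 enzyme; inhibitors block probe labeling so polarization falls and inhibition rises; many of its hits are not listed in these tables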
# PAFAH1B3 inh = inhibitors of human PAFAH1B3 | Q15102 | recombinant PAFAH1B3, FP-rhodamine probe, fluorescence polarization | inhibition, % at 3.39 µM | actives 0.28% (n = 340,000) | AID 492972;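 active = inhibition above the screen-wide average of all tested compounds plus 3 SD, cut at about 25% in these data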;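 also: 0% = enzyme with DMSO only and 100% = wells lacking PAFAH1B3 protein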
# GSTO1 counter = GSTO1 inhibition, counter-screen for RBBP9 inhibitors; recombinant GSTO1, activity-based probe fluorescence polarization; inhibition, % at 5.96 µM; actives 1.1% (n = 300,000); AID 1974;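 active = inhibition above the campaign mean inhibition plus 3 SD, cut at about 35% in these data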;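 also: 0% = GSTO1-1 with DMSO and 100% = wells lacking GSTO1-1 enzyme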
# PAFAH1B2 inh = inhibitors of human PAFAH1B2 | P68402 | recombinant PAFAH1B2, FP-rhodamine activity probe, fluorescence polarization | inhibition, % at 3.39 µM | actives 1.2% (n = 340,000);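 active = inhibition above the mean of all tested compounds plus 3 SD, cut at about 24% in these data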;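 also: 0% = enzyme with DMSO and 100% = wells lacking PAFAH1B2; many of its hits are not listed in these tables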
# Numbers without * were called inactive; . = not tested or not shown.
SMILES,PAD4 inh,LYPLA1 inh,Fam108B counter,pPAFAH FP inh,PAFAH2 FP inh,PME-1 inh,PAFAH1B3 inh,GSTO1 counter,PAFAH1B2 inh
Cn1c2ccccc2c2c(C(=O)N3CCN(C(=O)c4ccco4)CC3)cn(C3CCCCC3)c(=O)c21,-5,0,5,-8,-7,5,2,-5,4
CCCc1nn2c(=O)cc(CSCC(=O)Nc3ccc(OC)cc3)nc2s1,0,1,2,-1,0,4,-3,11,9
Cc1ccc(S(=O)(=O)Oc2ccc(/C=C3\C(=N)N4N=C(S(C)(=O)=O)SC4=NC3=O)cc2)cc1,1,-6,-5,11,-6,8,-1,-33,60*
CC1Nc2ccccc2C(=O)N1NS(C)(=O)=O (stereo not drawn),0,-3,3,28*,21,-5,5,-2,3
O=C1c2cccnc2C(=O)N1c1ccccc1-c1ccccc1,-2,2,2,-6,2,1,16,-2,14
O=P(O)(Cc1ccccc1)Cc1ccccc1,1,-1,8,6,-1,-8,0,47*,6
Cc1ccc(Oc2ccc(-c3nc(N)nc(N)n3)cc2)cc1C,5,-5,1,10,8,-7,2,3,4
COc1cccc(CNC(=O)CCC2CCCN(C(=O)Cc3ccccc3F)C2)c1 (stereo not drawn),-7,-1,-6,0,6,2,5,6,-1
Cc1nc2cc(NC(=O)N3CCC(c4ccccc4)C3)ccc2n1C (stereo not drawn),1,0,1,3,9,-2,7,3,0
CC(C)CCC(C(=O)O)C(C)CC(=O)NC1CCCCC1 (stereo not drawn),-4,0,-3,-4,-5,2,3,3,9
CC(C)n1c(C(O)c2ccccc2)nc2ccccc21 (stereo not drawn),-1,-2,-2,-2,5,6,-1,6,4
CCN(CC(=O)NCc1cccs1)C(=O)CN(C)S(=O)(=O)c1ccc(C)cc1,-6,0,0,2,4,0,2,-1,4
COc1ccc(-c2noc(N3CCC(C(=O)NC(C)c4ccccc4)CC3)n2)cc1 (stereo not drawn),1,-5,-3,3,4,-3,-10,-6,3
Cc1ccc(N2C(=O)C3CCC(c4ccccc4)CC3C2=O)cc1 (stereo not drawn),2,3,-2,5,-4,-2,0,3,5
CC(C)OCCCNc1ncnc2c1[nH]c1ccccc12,-6,1,0,17,3,13,2,3,3
CCOc1ccccc1CN1CCNC(=O)C1CC(=O)NCCN1CCOC1=O (stereo not drawn),1,-4,-4,1,-5,2,4,1,1
O=C(CN(c1ccc(F)cc1)S(=O)(=O)c1ccc2c(c1)OCCO2)NCc1cccnc1,1,-1,-3,5,-8,6,4,7,2
Cc1nnc2sc(-c3cccc4ccccc34)nn12,-5,-3,1,7,5,0,2,5,1
Cc1cc(=O)n2[nH]c(C)cc2n1,0,2,0,-2,1,-3,2,-6,5
C=C(C)COc1ccc2c(C)c(C)c(=O)oc2c1OCC(=C)C,-4,-1,-2,9,38*,-3,4,-10,3
Nc1ccc2cn[nH]c2c1,-3,1,-4,3,5,5,8,6,-8
COc1cc2ncnc(NCc3ccccc3Cl)c2cc1OC,-5,-2,-7,8,12,0,0,-1,4
O=C(CCCCCn1c(=O)[nH]c2ccsc2c1=O)N1CCCCC1,-2,5,-5,3,-4,4,11,-3,4
COc1cc(-c2cc(-c3ccccc3)nc(SCC(=O)Nc3nccs3)c2C#N)cc(OC)c1OC,-2,-8,-5,-11,-23,-27,2,-11,1
O=C(NCc1cccc(C(F)(F)F)c1)C1CC(c2ccccc2[N+](=O)[O-])=NO1 (stereo not drawn),-4,2,2,4,1,6,2,11,6
COc1ccc(CCN2CC(O)=C(c3nc(C)cs3)C2=N)cc1OC,-3,-3,-4,8,4,4,-4,2,2
CCN(CC)c1ccc(/C=N/NS(=O)(=O)c2ccc(C)c([N+](=O)[O-])c2)cc1,-4,3,2,4,6,2,5,6,4
COC(=O)c1[nH]c2cc(OC)ccc2c1NC(=O)CCN1CCCCC1,-2,6,-1,39*,1,-5,-2,8,1
O=C(C1=C[C@H](c2ccc3c(c2)OCO3)C[C@H](OCCCCO)O1)N1CCN(Cc2ccc3c(c2)OCO3)CC1,0,-2,3,6,-4,-1,5,2,2
CCc1ccc(NC(=O)NCC2CCN(c3ccc(OC)cc3)C2)cc1 (stereo not drawn),-5,11,5,6,-1,-1,4,12,4
O=C(Oc1coc(CSc2nnc(NC(=O)C3CC3)s2)cc1=O)c1c(F)cccc1F,2,0,-1,13,5,3,5,18,-1
CC1=C(C(=O)NC2CCCCC2C)C2(CCC(C)CC2)OC1=O (stereo not drawn),-2,0,-6,6,-2,0,8,-3,3
O=C(N/N=C\c1ccc([N+](=O)[O-])o1)c1cncc(Br)c1,-10,-2,0,6,3,4,5,27,2
CC(C)n1c(S(=O)(=O)O)nc2ccccc21,-3,1,-1,-4,-3,-6,4,1,4
COc1cccc(N2CCN(Cc3ncc(-c4ccccc4)o3)CC2)c1,1,2,0,5,-5,-2,-8,0,2
Cc1ccc(-c2nc3ncccc3o2)cc1NC(=O)c1cc2ccccc2o1,-6,-4,1,4,-3,-6,1,10,1
CCCCC(=O)Nc1sc2c(c1C#N)CC(C)(C)OC2,2,2,-1,8,-4,-4,2,3,1
c1ccc(-n2cnnc2SCc2cn3cccnc3n2)cc1,2,2,2,3,4,-10,12,0,3
Cn1c(N)c(C(=O)COC(=O)C2=NNC(=O)CC2)c(=O)n(C)c1=O,-4,0,1,-8,5,-7,1,9,3
Cc1nn(CC(=O)NCCCc2ccccc2)c(=O)c2cccn12,3,-2,4,2,0,-12,5,15,4

# A different layout for 13 compounds above.
Molecule | PAD4 inh | LYPLA1 inh | Fam108B counter | pPAFAH FP inh | PAFAH2 FP inh | PME-1 inh | PAFAH1B3 inh | GSTO1 counter | PAFAH1B2 inh
Nc1ccc2cn[nH]c2c1 | -3 | 1 | -4 | 3 | 5 | 5 | 8 | 6 | -8
COc1cc2ncnc(NCc3ccccc3Cl)c2cc1OC | -5 | -2 | -7 | 8 | 12 | 0 | 0 | -1 | 4
O=C(CCCCCn1c(=O)[nH]c2ccsc2c1=O)N1CCCCC1 | -2 | 5 | -5 | 3 | -4 | 4 | 11 | -3 | 4
COc1cc(-c2cc(-c3ccccc3)nc(SCC(=O)Nc3nccs3)c2C#N)cc(OC)c1OC | -2 | -8 | -5 | -11 | -23 | -27 | 2 | -11 | 1
O=C(NCc1cccc(C(F)(F)F)c1)C1CC(c2ccccc2[N+](=O)[O-])=NO1 (stereo not drawn) | -4 | 2 | 2 | 4 | 1 | 6 | 2 | 11 | 6
COc1ccc(CCN2CC(O)=C(c3nc(C)cs3)C2=N)cc1OC | -3 | -3 | -4 | 8 | 4 | 4 | -4 | 2 | 2
CCN(CC)c1ccc(/C=N/NS(=O)(=O)c2ccc(C)c([N+](=O)[O-])c2)cc1 | -4 | 3 | 2 | 4 | 6 | 2 | 5 | 6 | 4
COC(=O)c1[nH]c2cc(OC)ccc2c1NC(=O)CCN1CCCCC1 | -2 | 6 | -1 | 39* | 1 | -5 | -2 | 8 | 1
O=C(C1=C[C@H](c2ccc3c(c2)OCO3)C[C@H](OCCCCO)O1)N1CCN(Cc2ccc3c(c2)OCO3)CC1 | 0 | -2 | 3 | 6 | -4 | -1 | 5 | 2 | 2
CCc1ccc(NC(=O)NCC2CCN(c3ccc(OC)cc3)C2)cc1 (stereo not drawn) | -5 | 11 | 5 | 6 | -1 | -1 | 4 | 12 | 4
O=C(Oc1coc(CSc2nnc(NC(=O)C3CC3)s2)cc1=O)c1c(F)cccc1F | 2 | 0 | -1 | 13 | 5 | 3 | 5 | 18 | -1
CC1=C(C(=O)NC2CCCCC2C)C2(CCC(C)CC2)OC1=O (stereo not drawn) | -2 | 0 | -6 | 6 | -2 | 0 | 8 | -3 | 3
O=C(N/N=C\c1ccc([N+](=O)[O-])o1)c1cncc(Br)c1 | -10 | -2 | 0 | 6 | 3 | 4 | 5 | 27 | 2

# Further entries follow.
SMILES,PAD4 inh,LYPLA1 inh,Fam108B counter,pPAFAH FP inh,PAFAH2 FP inh,PME-1 inh,PAFAH1B3 inh,GSTO1 counter,PAFAH1B2 inh
CC1CCCCC12NC(=O)N(CC(=O)N1CCN(S(=O)(=O)Cc3ccccc3)CC1)C2=O (stereo not drawn),-3,2,.,-3,6,1,11,.,4
O=C1CCC[C@H]2c3[nH]c4ccccc4c3CCN12,6,-4,-4,2,1,1,0,5,6
CC(C)Cn1c(N)c(C(=O)CSc2ccccc2)c(=O)n(C)c1=O,-2,-4,-1,-4,10,2,0,-4,5
O=C(N/N=C/c1cc(Br)ccc1O)Nc1ccccc1,-3,-14,9,0,4,-9,11,-15,-5
CCc1ccc(N2C(=O)Cc3c2nc(N)c(C#N)c3N)cc1,-5,0,0,11,0,7,4,-7,9
CCN(CC)C1CCN(Cc2cn[nH]c2-c2ccc(OC)c(F)c2)C1 (stereo not drawn),0,2,1,5,.,-3,.,-4,.
O=C(COc1ccc(F)cc1Cl)Nc1ccccc1C(=O)N1CCCCC1,-5,-3,2,-5,2,-1,2,-2,5
C[C@@H]1[C@@H](Sc2ccccc2)CC(=O)O[C@@H]1c1ccc(-c2ccccc2)cc1,0,-6,-1,16,0,-8,5,-5,-3
CCOC(=O)c1cnc(-n2nc(C)cc2C)nc1NCc1ccccc1,0,-1,2,5,-9,-6,3,-6,-3
COc1ccc(F)c(CN(C)CC2CCCN(CCc3ccc(F)cc3)C2)c1 (stereo not drawn),-1,2,1,2,3,1,0,2,4
CCN(CC)C(=O)Cn1cc(/C=C(\C#N)C(=O)NC2CC2)c2ccccc21,-1,1,-1,-2,1,3,0,-3,-3
Cc1cccc(C)c1N(CC(=O)NN=C1CCCCCC1)S(C)(=O)=O,-4,-3,0,-2,-2,6,3,12,2
COc1cc(NC(=O)c2ccc(NC3=NC4CS(=O)(=O)CC4S3)cc2)cc(OC)c1OC (stereo not drawn),-2,-2,-6,1,1,0,3,4,6
COc1ccccc1C/C(N)=N/OC(=O)c1ccc(C)c([N+](=O)[O-])c1,-2,0,3,6,24,-3,5,7,2
COc1ccc(NC(=O)c2nc(C)n(-c3ccc([N+](=O)[O-])cc3)n2)cc1,-2,1,0,0,7,-4,3,2,1
CCC(=O)OCCn1c(=O)c2cc3c(=O)n(CCOC(=O)CC)c(=O)c3cc2c1=O,1,2,0,8,5,11,2,-7,4
COc1ccc(/C=N/NC(=O)CNc2ccc(Br)cc2)c(C(=O)O)c1OC,1,1,1,3,-1,-2,3,1,-2
O=C(Nc1ccccc1Br)c1c(F)cccc1Cl,3,-2,-5,1,0,0,8,-3,-2
C=CCOc1c(CNc2ccc(C(=O)O)cc2)cccc1OC,-4,-1,-3,1,-1,4,2,-3,5
CCOc1ccc(OCCC(=O)N2CCN(S(=O)(=O)c3ccc(F)cc3)CC2)cc1,6,2,6,13,6,-5,12,-1,10
COc1ccc(S(=O)(=O)N(C)CC(=O)N2CCCC2)cc1OC,6,-3,6,0,-3,-14,1,4,5
CCOC(=O)C1C(c2cccnc2)NC(=O)NC1(O)C(F)(F)F (stereo not drawn),2,2,-1,3,4,-6,2,6,3

# The list is partial, so the mix of outcomes need not match the whole.
